GLD-1 TGE inh – GLD-1-TGE RNA interaction inhibition (C. elegans); Q17339; purified GLD-1 + fluorescein TGE RNA, fluorescence polarization; hit rate 0.44% among 320,000; inhibition, % at 5.96 µM;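 active means percent inhibition above a per-plate cutoff, the plate mean of test compounds plus 3 SD, cut at about 30% in these data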;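 further: 0% = DMSO wells with GLD-1 and probe and 100% = wells lacking GLD-1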
Fam108B inh – counter-screen for RBBP9 inhibitors: inhibitors of mouse Fam108B; hit rate 0.33% among 300,000; inhibition, % at 9.51 µM; recombinant Fam108B, FP-Rh probe fluorescence polarization;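 active means inhibition above the screen mean inhibition plus 3 SD, computed separately per campaign, cut at about 18% in these data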;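 further: inhibitors lower polarization as less probe binds the enzyme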
TPT1 inhibitor – inhibitors of Candida albicans tRNA 2'-phosphotransferase TPT1; inhibition, % at 5 µM; hit rate 0.81% among 300,000; recombinant caTPT1, FP RNA substrate dephosphorylation;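 active means inhibition above the mean of all tested compounds plus 3 SD, set per screening campaign, cut at about 24% in these data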;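 further: plate controls were DMSO alone for no effect and ferristatin control at 100 nM for full effect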
PAD4 FP inh – inhibitors of human PAD4 | recombinant PAD4, RCA probe fluorescence polarization | AID 485272 | hit rate 0.41% among 330,000 | inhibition, % at 6.36 µM;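 active means percent inhibition above a cutoff equal to the mean of all tested compounds plus 3 SD, cut at about 15% in these data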;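 further: 0% = PAD4 with RCA probe and DMSO and 100% = probe without PAD4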
PME-1 inh – blocks human protein phosphatase methylesterase 1; hit rate 0.53% among 320,000; Q9Y570; recombinant PME-1, FP-Rh probe fluorescence polarization; inhibition, % at 5.9 µM;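 active means inhibition above the campaign mean of all compounds plus 3 SD, cut at about 26% in these data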;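 further: competitive labeling of PME-1 active site by serine hydrolase directed probe; 0% = PME-1 with DMSO and 100% = wells lacking PME-1 enzyme; inhibitors block probe labeling so polarization falls and inhibition rises; many of its hits are not listed in these tables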
MCL1-BIM inh – inhibitors of human MCL1 binding to BIM-BH3 peptide. hit rate 0.68% among 320,000. AID 2057. Q07820. inhibition, % at 10.9 µM. GST-MCL1 / FITC-Bim-BH3 fluorescence polarization;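 active means inhibition above the mean inhibition of all tested compounds plus 3 SD, set per campaign, cut at about 40% in these data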;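 further: 0% = DMSO wells and 100% = unlabeled Bim-BH3 peptide control; higher means more loss of mP so more displacement of Bim peptide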
Target sequence (Q07820 whole entry, looked up): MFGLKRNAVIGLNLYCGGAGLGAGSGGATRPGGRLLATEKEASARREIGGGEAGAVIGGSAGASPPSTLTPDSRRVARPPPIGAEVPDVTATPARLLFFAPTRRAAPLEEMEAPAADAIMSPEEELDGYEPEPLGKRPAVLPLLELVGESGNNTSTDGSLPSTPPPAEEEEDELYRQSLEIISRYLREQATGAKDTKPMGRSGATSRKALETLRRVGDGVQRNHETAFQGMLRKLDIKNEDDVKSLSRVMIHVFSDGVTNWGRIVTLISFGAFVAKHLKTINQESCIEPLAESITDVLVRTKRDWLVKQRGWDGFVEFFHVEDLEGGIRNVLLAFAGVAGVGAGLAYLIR
GSTO1 counter – counter-screen for RBBP9 inhibitors: inhibitors of human GSTO1; hit rate 1.1% among 300,000; recombinant GSTO1, activity-based probe fluorescence polarization; inhibition, % at 5.96 µM;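 active means inhibition above the campaign mean inhibition plus 3 SD, cut at about 35% in these data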;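 further: 0% = GSTO1-1 with DMSO and 100% = wells lacking GSTO1-1 enzyme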
BCLXL inh – Bcl-xL (human) inhibition. Q07817. GST-Bcl-xL / FITC-Bim BH3 peptide fluorescence polarization. inhibition, % at 10.9 µM. hit rate 0.7% among 320,000. AID 2129;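 active means inhibition above the mean of all tested compounds plus 3 SD, cutoff set per campaign, cut at about 30% in these data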;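 further: 0% = DMSO wells and 100% = unlabeled Bim-BH3 peptide competitor; inhibitors lower millipolarization by displacing the labeled peptide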
MEX-5 binding – C. elegans MEX-5 TCR-2 RNA binding activity. Q9XUB2. MEX-5/FITC-TCR2 RNA binding, fluorescence polarization; active compounds read low. activity score (negative = inhibition of binding), % at 10 µM. hit rate 0.38% among 300,000. AID 1832;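 active means inhibition past about -25% in most replicates, and total fluorescence under double the plate's negative control median, limit read from the data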;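 further: 0% = DMSO and -100% = 5 µM competing unlabeled TCR2 RNA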
Target sequence (Q9XUB2 whole entry, looked up): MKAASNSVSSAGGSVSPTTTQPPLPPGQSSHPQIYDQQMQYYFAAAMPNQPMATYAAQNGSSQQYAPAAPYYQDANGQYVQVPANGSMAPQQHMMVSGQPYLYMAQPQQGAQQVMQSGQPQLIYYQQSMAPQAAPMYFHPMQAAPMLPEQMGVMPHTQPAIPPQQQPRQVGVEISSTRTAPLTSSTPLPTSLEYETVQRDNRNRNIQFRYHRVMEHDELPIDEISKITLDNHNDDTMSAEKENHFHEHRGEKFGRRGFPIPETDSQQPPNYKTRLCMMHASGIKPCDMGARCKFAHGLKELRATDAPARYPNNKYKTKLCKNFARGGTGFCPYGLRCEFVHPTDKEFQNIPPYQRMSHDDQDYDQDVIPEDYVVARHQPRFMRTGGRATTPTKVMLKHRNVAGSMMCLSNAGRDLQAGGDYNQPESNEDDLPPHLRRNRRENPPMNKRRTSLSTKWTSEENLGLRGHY
Active calls of the source: *; / = no result given. Not all compounds are listed (hit frequency here may not be typical).

Results follow in this order: GLD-1 TGE inh	Fam108B inh	TPT1 inhibitor	PAD4 FP inh	PME-1 inh	MCL1-BIM inh	GSTO1 counter	BCLXL inh	MEX-5 binding
> Cc1ccc(C(C)NC(=O)c2cc(C)oc2C)cc1 (configuration not stated)
    5	2	2	-5	-3	-2	9	-3	2.0
> COc1ccc(-c2noc(C(C)NS(=O)(=O)c3ccc(NC(C)=O)cc3)n2)cc1 (configuration not stated)
    5	2	-2	-2	-2	13	-2	10	-0.2
> COc1cc2c(cc1OC)/C(=C/c1ccc(Cl)cc1)C(=O)OC2
    4	0	-1	-3	-1	4	-1	5	-0.1
> COc1ccc(CNC(=O)CSc2nnc(-c3ccc(NC(C)=O)cc3)n2C)cc1
    8	0	-2	0	-1	-1	4	-4	1.9
> O=C(c1ccc(Br)cc1)N(Cc1ccco1)C1CCS(=O)(=O)C1 (configuration not stated)
    -5	-4	0	-1	4	-1	-3	0	-4.0
> CC1Cc2ccccc2N1C(=S)NC(=O)c1cccc(Br)c1 (configuration not stated)
    -2	7	-2	3	7	14	6	7	0.6
> CCOc1ccc(Nc2nc3cc(S(=O)(=O)CC)ccc3o2)cc1
    5	0	0	-3	3	-1	7	14	0.5
> CC(=O)N1CCc2cc(S(=O)(=O)CCC(=O)N3CCN(C(=O)c4ccco4)CC3)ccc21
    -4	2	2	1	3	-6	4	-2	/
> CN1CCN(C(=O)CCCN2C(=O)/C(=C/c3ccccc3)SC2=S)CC1
    -9	2	3	-28	3	10	-1	7	-0.5
> COc1ccc(C2NC(Cc3ccccc3)(C(=O)O)C3C(=O)N(c4ccccc4OC)C(=O)C23)cc1 (configuration not stated)
    -6	3	-7	-1	3	-2	4	2	-0.6
> CN(C)S(=O)(=O)N(CC(=O)NCCSCc1ccc(Cl)cc1)c1ccccc1
    1	1	-3	-4	0	0	0	1	2.3
> CCC(CC)C(=O)Nc1ccc(Sc2ccc([N+](=O)[O-])cc2)cc1
    4	3	-4	6	9	4	-6	1	-0.9
> O=C(COC(=O)/C=C/c1ccc([N+](=O)[O-])cc1)NCc1ccc2c(c1)OCO2
    -6	-1	-2	0	-2	0	-8	3	-0.2
> Cn1nc(-c2ccc(N3CCOCC3)c(NS(=O)(=O)c3ccccc3)c2)c2ccccc2c1=O
    0	6	1	-5	-2	-5	2	-7	-0.4
> CC1CC(C)CN(C(=O)c2cc(-c3ccncc3)nc3ccccc23)C1 (configuration not stated)
    3	-3	-2	1	0	5	4	4	0.8
> COC(=O)CSc1nc2cc(Cl)ccc2c(=O)n1C1CCCC1
    7	5	-3	4	-8	7	-1	6	3.4
> CCOC(=O)C(CC)/C(C)=N/NC(=O)c1ccc([N+](=O)[O-])cc1 (configuration not stated)
    -2	-2	1	-4	-1	5	6	2	-1.3
> C/C(=N\NC(=O)c1nn(C)cc1Br)c1cccc(NC(=O)C(C)(C)C)c1
    3	0	-3	-4	-1	-2	-1	-3	1.2
> O=C(OCCc1cc2ccccc2c(=O)o1)c1ccccc1C(F)(F)F
    -1	/	/	6	9	-3	/	5	/
> CC(=O)Nc1ccc(S(=O)(=O)N(C)c2ccc(O)cc2)cc1
    4	2	-1	4	-3	-1	9	1	0.3
> O=C(NCCc1ccccc1)c1ccc2[nH]c(=O)c(=O)[nH]c2c1
    9	4	0	1	-3	6	-5	2	0.6
> CCOc1ccc(CN(C(=O)c2oc3ccccc3c2C)C2CCS(=O)(=O)C2)cc1 (configuration not stated)
    7	-5	2	3	0	-3	-1	-2	/
> Cc1ccc(C)c(N2CCN(c3ccc4cc(S(=O)(=O)N5CCCCC5)ccc4n3)CC2)c1
    -1	-3	0	1	-5	0	5	6	0.7
> Cc1ccccc1C(=O)NNC(=O)Cc1cccc2ccccc12
    -1	5	1	0	-5	0	6	3	-2.4
> O=C1CCCCN1CC(=O)N1CCCC(Nc2ccc(F)cc2)C1 (configuration not stated)
    2	3	-1	-3	-2	-4	0	-1	-0.5
> CCC(=O)C1CCCN(C(=O)c2ccc(OC3CCN(C(=O)CCOC)CC3)cc2)C1 (configuration not stated)
    -4	3	-3	2	6	3	7	0	-1.1
> Cc1cc(C)nc(SCC(CSc2nc(C)cc(C)n2)C(=O)O)n1
    6	5	-4	-1	-3	8	7	10	0.6
> COc1ccc(NC2=NCCC(=O)N2Cc2cccs2)cc1
    0	4	-3	1	2	5	1	2	-1.2
> O=C(CCc1ccccc1)Nc1cc2c(cc1Cl)OCCO2
    8	2	3	3	-3	-2	2	-1	0.0
> COc1ccccc1CNC(=O)COC(=O)c1ccc(NC(N)=O)cc1
    4	-10	0	-2	-20	-18	0	-4	1.5

One compound at a time (already shown). Order of screens: GLD-1 TGE inh | Fam108B inh | TPT1 inhibitor | PAD4 FP inh | PME-1 inh | MCL1-BIM inh | GSTO1 counter | BCLXL inh | MEX-5 binding
`CCOC(=O)C(CC)/C(C)=N/NC(=O)c1ccc([N+](=O)[O-])cc1` (configuration not stated) is entered as -2 | -2 | 1 | -4 | -1 | 5 | 6 | 2 | -1.3
`CCC(=O)C1CCCN(C(=O)c2ccc(OC3CCN(C(=O)CCOC)CC3)cc2)C1` (configuration not stated) is entered as -4 | 3 | -3 | 2 | 6 | 3 | 7 | 0 | -1.1
`O=C(COC(=O)/C=C/c1ccc([N+](=O)[O-])cc1)NCc1ccc2c(c1)OCO2` is entered as -6 | -1 | -2 | 0 | -2 | 0 | -8 | 3 | -0.2
`CN1CCN(C(=O)CCCN2C(=O)/C(=C/c3ccccc3)SC2=S)CC1` is entered as -9 | 2 | 3 | -28 | 3 | 10 | -1 | 7 | -0.5

Back to the main list with the six entries that preceded the break.
Results follow in this order: GLD-1 TGE inh	Fam108B inh	TPT1 inhibitor	PAD4 FP inh	PME-1 inh	MCL1-BIM inh	GSTO1 counter	BCLXL inh	MEX-5 binding
> O=C1CCCCN1CC(=O)N1CCCC(Nc2ccc(F)cc2)C1 (configuration not stated)
    2	3	-1	-3	-2	-4	0	-1	-0.5
> CCC(=O)C1CCCN(C(=O)c2ccc(OC3CCN(C(=O)CCOC)CC3)cc2)C1 (configuration not stated)
    -4	3	-3	2	6	3	7	0	-1.1
> Cc1cc(C)nc(SCC(CSc2nc(C)cc(C)n2)C(=O)O)n1
    6	5	-4	-1	-3	8	7	10	0.6
> COc1ccc(NC2=NCCC(=O)N2Cc2cccs2)cc1
    0	4	-3	1	2	5	1	2	-1.2
> O=C(CCc1ccccc1)Nc1cc2c(cc1Cl)OCCO2
    8	2	3	3	-3	-2	2	-1	0.0
> COc1ccccc1CNC(=O)COC(=O)c1ccc(NC(N)=O)cc1
    4	-10	0	-2	-20	-18	0	-4	1.5
> CN(CC(O)COc1c(F)cc(Br)cc1F)C1CCCCC1 (configuration not stated)
    2	-5	-2	1	-14	10	-1	3	-0.3
> COc1ccc(CNc2cc([N+](=O)[O-])ccc2OC)cc1
    4	-1	0	2	9	6	-6	1	2.1
> O=C(OCC(=O)c1ccc(Cl)s1)c1ccc2ccccc2n1
    -3	0	2	-5	-2	-9	6	-1	1.9
> O=C(CS(=O)(=O)c1c[nH]c2ccccc12)N1CCCCCC1
    5	2	0	2	4	2	7	1	-0.3
> CCOC(=O)C1=C(COC(=O)/C=C/c2ccc(OCC)c(OC)c2)NC(=O)NC1C (configuration not stated)
    -5	2	1	-1	1	5	5	2	-0.7
> CC(=C/c1ccccc1)/C=N/NC(=O)c1nnn(-c2nonc2N)c1CN1CCC(C)CC1
    2	-6	2	-4	-7	-5	3	-2	1.7
> CCOc1ccc(NS(=O)(=O)c2ccc(NC(=O)c3ccccc3C(=O)O)cc2)cc1
    2	3	-2	1	-5	-2	6	7	-0.5
> Cn1c(CNC(=O)c2ccco2)nnc1SCC(=O)Nc1c(F)cc(F)cc1Br
    4	-1	0	-2	4	5	6	4	2.8
> N/C(=N\OC(=O)CC1CCCCC1)c1ccccn1
    5	2	-2	0	3	-2	2	-1	-1.9
> O=C(O)c1ccc(-n2cncn2)c([N+](=O)[O-])c1
    7	1	0	0	-6	-5	8	0	-1.3
> O=C(NN1C(=O)/C(=C/c2ccc(O)c([N+](=O)[O-])c2)SC1=S)c1ccccc1Cl
    -35	25*	75*	-22	-8	-32	1	-20	-18
> CCOc1ccc(-n2c(SCc3cc(=O)oc4cc(C)ccc34)nnc2-c2cccnc2)cc1
    8	-6	4	-3	6	2	1	3	2.6
> CCOC(=O)c1ccc(NC(=S)Nc2ccccc2)cc1
    -3	1	-3	-5	-5	8	4	6	1.3
> Cc1c(NC(=O)Nc2ccc(Cl)c(Cl)c2)sc(=S)n1C
    0	32*	-1	1	30*	2	-11	3	-2.4
> Oc1cccc(C(=S)N2CCC(Cc3ccccc3)CC2)c1
    -8	-6	-1	-4	-1	11	5	6	-0.2
> O=C(NCc1nc2ccccc2[nH]1)C1=C[C@@H](c2csc3ccccc23)C[C@@H](OCCCCO)O1
    4	3	0	-2	-13	7	-3	3	5.7
> Cc1nc(Nc2ccc(S(=O)(=O)N3CCCCC3C)cc2)c2nnn(Cc3ccccc3)c2n1 (configuration not stated)
    -1	-27	-1	0	-13	-3	-5	-1	0.2
> COCCn1c(-c2ccc(OC)cc2)cnc1SCC(=O)Nc1cc(C)on1
    2	3	-5	1	-6	3	0	1	0.3
> CN(C)c1ccc(NC(=O)Nc2cccc3ccccc23)cc1
    8	4	0	-10	0	6	7	6	2.5
> COc1ccc(S(=O)(=O)c2nnn(-c3cccc(Cl)c3)c2N)cc1
    -4	-6	-1	-2	2	3	5	7	2.9
> O=C(CSc1ccc2ccccc2n1)NC1CC1
    2	/	/	-5	5	3	/	0	/
> CC(C)(C)CC(=O)Nc1ccc(-c2cn3cccnc3n2)cc1
    -2	1	1	-6	-3	2	-4	6	1.2
> CCOc1ccc(N(CC(=O)Nc2cc(C)cc(C)c2)S(C)(=O)=O)cc1
    -1	9	-2	-4	0	0	3	3	2.5
> Cc1ccc(-c2nn3c(C)nnc3s2)cc1NC(=O)c1ccc(Br)o1
    0	-1	-2	-5	-4	1	-8	1	2.3
> Cc1nc2nc(COc3ccccc3)nn2c(C)c1Cl
    -2	-2	2	-1	-4	4	-1	8	/

Of the compounds above, 2 contain a tert-butyl group.
Results follow in this order: GLD-1 TGE inh	Fam108B inh	TPT1 inhibitor	PAD4 FP inh	PME-1 inh	MCL1-BIM inh	GSTO1 counter	BCLXL inh	MEX-5 binding
> C/C(=N\NC(=O)c1nn(C)cc1Br)c1cccc(NC(=O)C(C)(C)C)c1
    3	0	-3	-4	-1	-2	-1	-3	1.2
> CC(C)(C)CC(=O)Nc1ccc(-c2cn3cccnc3n2)cc1
    -2	1	1	-6	-3	2	-4	6	1.2

Screening data deposited in PubChem BioAssay by several laboratories.
